# HMGR II inh: blocks class II HMG-CoA reductase of Enterococcus faecalis. inhibition, % at 10 µM. 190,000 compounds, 0.41% hits. purified E. faecalis HMGR, NADPH absorbance 340 nm kinetic. AID 1066;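 active = inhibition above a set limit, the median over all tested compounds plus 3 SD, cut at about 9.5% in these data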;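 also: enzyme runs in reverse so mevalonate oxidation gives rising NADPH absorbance; 0% = complete reaction with DMSO and 100% = background rate lacking mevalonate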
# SRC2 TRFRET art: TR-FRET artefact, counter-screen to PPARgamma/SRC-2 agonist assay; 200,000 compounds, 0.4% hits; hits give high values; AID 1049; TR-FRET ratio at 8 µM; in the data active = TR-FRET ratio above about 2000; also: inactives centre near 1500
# RAM inhibit: blocks the yeast RAM network. inhibition, % at 50 µM. 190,000 compounds, 1.8% hits. S. cerevisiae dse1pr::URA3 reporter, 5-FOA growth OD615, 2 d; analog-sensitive cbk1-as2 kinase mutant strain. AID 868;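 active = inhibition above a set limit, 3 SD over mean compound inhibition, cut at about 8.4% in these data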;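 also: 0% = DMSO-only wells with no growth and 100% = 10 µM 1-NA-PP1 full growth; inhibition rescues growth on 5-FOA so higher OD means more RAM inhibition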
# Redox H2O2 prof: compounds producing H2O2 with reducing agent – biochemical, NIH compound library profiling, artefact control for MLSCN library redox annotation, primary screen | DTT-dependent redox cycling H2O2, phenol red/HRP absorbance; 100% = 100 µM peroxide control, 0% = buffer | 200,000 compounds, 0.03% hits | activation, % at 10 µM;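 active = activation of at least 50% relative to the plate's high and low controls in the primary single-dose screen; inactive = activation below 50%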;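 also: compound incubated with DTT at 0.8 mM final as the reducing agent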
# Lmaj promast: Leishmania major promastigote growth inhibition; AID 1063; Leishmania major promastigotes, resazurin fluorescence viability; inhibition, % at 10 µM; 200,000 compounds, 9% hits; in the data active = inhibition above about 50%;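 also: promastigotes grown with compound for 44 hours at 28 °C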
# S1P3 antag: antagonists of human S1P3 receptor | Q99500 | CHO S1P3 NFAT-BLA reporter, FRET fluorescence, antagonist mode | inhibition, % at 4.98 µM | 170,000 compounds, 0.27% hits;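 active = inhibition above the plate cutoff, the mean inhibition of test wells on that plate plus 3 SD, cut at about 28% in these data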;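 also: cells challenged with S1P at its EC80 of 0.8 µM; blue over green emission ratio from cleaved BLA substrate after 4 h stimulation; 0% = S1P-stimulated wells and 100% = unstimulated DMSO-only wells; some compounds past the cut are filed as inactive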
# Target sequence (Q99500 whole entry, looked up): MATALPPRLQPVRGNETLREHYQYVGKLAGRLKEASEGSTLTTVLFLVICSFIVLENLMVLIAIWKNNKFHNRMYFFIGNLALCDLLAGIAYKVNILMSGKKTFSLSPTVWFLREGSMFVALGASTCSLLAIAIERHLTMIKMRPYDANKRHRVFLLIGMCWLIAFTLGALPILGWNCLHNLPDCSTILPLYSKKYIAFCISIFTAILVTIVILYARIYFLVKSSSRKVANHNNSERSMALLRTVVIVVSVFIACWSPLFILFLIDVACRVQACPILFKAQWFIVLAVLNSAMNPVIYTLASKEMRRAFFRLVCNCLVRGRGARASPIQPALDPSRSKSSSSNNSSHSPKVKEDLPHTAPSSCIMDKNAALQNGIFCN
# ROMK mod: modulates human ROMK potassium channel activity | Tet-inducible ROMK, thallium flux fluorescence; actives lie on both sides | B-score at 10 µM | 130,000 compounds, 2% hits | AID 1918;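 active = signal ratio slope over the read window, or its plate-corrected B-score, at least 3 SD from the plate mean, either direction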;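 also: B-score of the F/F0 ratio slope over 7 to 12 s after thallium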
# Target sequence (P48048 whole entry, looked up): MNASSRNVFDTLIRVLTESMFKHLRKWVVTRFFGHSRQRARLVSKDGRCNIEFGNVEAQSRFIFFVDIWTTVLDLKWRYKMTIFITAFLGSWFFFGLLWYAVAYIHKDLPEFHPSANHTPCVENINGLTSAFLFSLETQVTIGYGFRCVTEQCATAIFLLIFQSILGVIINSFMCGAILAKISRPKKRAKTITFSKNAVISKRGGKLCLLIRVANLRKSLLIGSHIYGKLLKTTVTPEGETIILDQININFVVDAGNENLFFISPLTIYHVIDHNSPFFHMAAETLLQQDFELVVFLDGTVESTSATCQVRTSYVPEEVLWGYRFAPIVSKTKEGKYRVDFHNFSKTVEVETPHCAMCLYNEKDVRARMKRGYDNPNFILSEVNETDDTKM
# PPARg SRC-2 ag: promotes SRC-2 coactivator recruitment by human PPARgamma | activation, % at 8 µM | 200,000 compounds, 0.34% hits | PPARgamma LBD-SRC-2 recruitment, biochemical | P37231; in the data active = activation above about 22%;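 also: 0% = vehicle and 100% = reference agonist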
# bIAP inh: intestinal alkaline phosphatase (bovine) inhibition; inhibition, % at 20 µM; purified bovine IAP, CDP-star luminescence, 30 min; AID 1019; 190,000 tested, under 10 active;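 active = over 50% inhibition of intestinal alkaline phosphatase at 20 µM in the single-dose screen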
#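 test system = bovine IAP enzyme | medium = DEA buffer 100 mM, pH 9.8, with MgCl2 1.0 mM, ZnCl2 0.02 mM | detection = luminescence | dosing = single compound dose of 20 µM, 2% DMSO final | incubation = 30 min reaction at room temperature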
# PPARg SRC3 recr: promotes SRC-3 coactivator recruitment by human PPARgamma. P37231. biochemical PPARgamma/SRC-3 coactivator recruitment assay. activation, % at 8 µM. 200,000 compounds, 0.26% hits. AID 731; in the data active = activation above about 23%;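 also: 0% = DMSO and 100% = reference agonist; some compounds past the cut are filed as inactive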
# PPARg SRC1 recr: PPARgamma-driven SRC-1 recruitment agonism. PPARgamma-SRC-1 coactivator recruitment biochemical assay. 200,000 compounds, 0.41% hits. activation, % at 8 µM; in the data active = activation above about 19%;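 also: 0% = DMSO and 100% = reference agonist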
# * hit, by the source's call; . = not tested or not shown.
SMILES	HMGR II inh	SRC2 TRFRET art	RAM inhibit	Redox H2O2 prof	Lmaj promast	S1P3 antag	ROMK mod	PPARg SRC-2 ag	bIAP inh	PPARg SRC3 recr	PPARg SRC1 recr
COCCN1C=C(C(=O)OC)C(c2ccc(OC)c(OC)c2)C(C(=O)OC)=C1	-1	1485	0.1	-0.3	3	-26	0.44	5	-28	11	2
O=C(NCCNc1ccc([N+](=O)[O-])cc1C(F)(F)F)c1ccccc1F	-1	1758	-0.7	0.8	42	.	.	11	12	1	-2
O=C(C1CCN(S(=O)(=O)c2cnc[nH]2)CC1)N1CCN(c2ncccn2)CC1	-1	1245	0.1	2.0	-3	-26	.	-6	1	-6	-6
Cc1c(C(=O)O)[nH]c2c1C(=O)CC(c1ccccc1)C2 (stereo not drawn)	0	1521	1.8	0.9	3	.	2.6	-5	12	-6	0
C=CCOn1c(=O)c(=O)n(OCc2ccccc2)c2ccccc21	0	1844	1.1	0.2	0	10	.	3	0	13	-3
CCO[C@@H]1OC(C(=O)O)=C[C@H](c2coc3ccccc3c2=O)[C@H]1CCCO	-7	1668	2.3	0.2	-7	-10	.	4	3	4	-5
O=c1cc(N2CCc3ccccc3C2)[nH]c(=O)n1-c1ccccc1Cl	-9	1413	0.6	-0.6	-3	.	.	-2	-6	-4	0
O=C(NCc1cccnc1)C1c2ccccc2C(=O)N1Cc1ccco1 (stereo not drawn)	-3	1324	1.1	3.2	-1	-1	.	-2	6	2	-1
CCN(CC)C(=O)Nc1c(C)n(C)n(-c2ccccc2)c1=O	3	1518	0.7	0.6	-4	.	0.54	9	8	3	0
Cc1ccc(-n2ncc(C(=O)NCc3ccc4c(c3)OCO4)c2NC(=O)c2ccco2)cc1C	1	1537	-0.2	-0.5	-1	4	.	5	-1	-1	-2
COc1ccc(C(=O)Nc2ccc(S(=O)(=O)Nc3nccnc3OC)cc2)cc1OC	-1	1465	3.9	2.2	-6	15	0.14	-1	7	-6	-4
Cc1ccccc1OCC(=O)OC(C(=O)c1ccccc1)c1ccccc1 (stereo not drawn)	-4	1699	10*	-0.7	33	12	.	-2	21	1	-2
CN(C)c1ccc(NC(=O)CSc2nc(N)c(C(=O)Nc3ccc(N(C)C)cc3)s2)cc1	0	1835	1.9	2.5	25	.	.	24*	7	20	13
Cc1ccc(-c2nnn(CC(=O)N(CCN3CCOCC3)C(C(=O)NC(C)(C)C)c3ccco3)n2)cc1 (stereo not drawn)	1	1602	0.3	0.3	-5	0	0.55	7	-22	-1	5
CO/N=C(\C(=O)N[C@@H]1C(=O)N2C(C(=O)O)=C(COC(N)=O)CS[C@H]12)c1ccco1	-1	1488	2.5	2.6	-3	0	.	7	25	0	5
CCCn1nnnc1NCc1ccc(F)cc1	3	1407	1.0	-1.1	-5	-6	-0.27	-9	1	1	4
CC(=O)Nc1cc2c(cc1NC(=O)Cn1nnc(-c3ccc(C)o3)n1)OCCO2	-2	1731	3.1	-1.2	0	-10	-1.1	11	-5	5	12
O=C1C=C(c2ccccc2)C(O)(c2ccccc2)C1 (stereo not drawn)	-6	1317	0.2	1.8	-1	-1	.	4	11	-6	4
COc1ccc(/C=N/NC(=S)Nc2cccc(C(=O)O)c2)cc1	-2	1517	6.3	0.4	-5	-11	0.0012	-1	-26	1	-5
CC(C)Oc1ccc(/C=N/NC(=O)c2ccc(N(Cc3ccccc3)S(C)(=O)=O)cc2)cc1	-1	1483	6.2	-0.1	3	0	0.29	-7	34	1	-5
CC(C)C[C@H](NC(=O)c1ccc(OC2CCN(C(=O)C3CC3)CC2)cc1)C(N)=O	-5	1519	1.1	-0.8	-1	1	0.62	-4	0	-5	2
CC(C(=O)N=Nc1c(O)[nH]c2ccccc12)n1cnc2ccccc2c1=O (stereo not drawn)	-4	1491	1.7	-0.4	-5	-6	-0.16	12	4	2	0
Cc1ccc2oc(=O)c3cnn(CC(=O)NCCCOC(C)C)c3c2c1	-2	1485	0.9	-1.0	-3	-27	.	-3	-7	1	0
COc1ccc(-c2noc(CCC(=O)Nc3ccc(C)c(C)c3)n2)cc1	-3	1422	1.1	2.9	-2	13	.	-1	13	-18	-10
COc1cc([N+](=O)[O-])ccc1NC(=O)CCCOc1cccc(C)c1	1	1577	4.6	2.4	-7	.	-0.98	7	16	5	2
COc1ccc(N2C(=O)CCC(C(=O)Nc3cccc(C)n3)C2c2ccc(OC)c(OC)c2)cc1 (stereo not drawn)	-3	1491	0.2	-1.5	-7	.	0.091	2	-7	2	0
CC1(C)Cc2c(C#N)c(N3CCN(C(=O)c4ccco4)CC3)nc(Cc3ccccc3)c2CO1	1	1503	4.0	-0.6	90*	.	-1.3	-2	0	1	0
CCCn1c(SCC(=O)N2CCCCC2)nnc1-c1ccccn1	0	1609	1.2	-0.2	-11	5	0.66	9	4	3	5
C/C(=N\NC(=O)c1cccc(N/N=C(\C)c2ccccc2)c1)c1ccccc1	-3	1512	2.4	0.1	-7	-5	1.5	0	43	2	4
COCCCNC(=O)c1cc(S(=O)(=O)N2CCOCC2)ccc1SCc1cccc(OC)c1OC	6	1628	1.8	-1.7	0	-2	-0.29	5	-17	1	9
O=C(NC1CCCCCC1)c1nnc(Cc2ccc(Cl)cc2)o1	-4	1434	-0.1	0.5	-6	-1	0.53	-1	11	4	6
CCc1c(C)nc(SCCOc2ccc(OC(C)C)cc2)[nH]c1=O	-5	1456	3.1	1.2	-11	-1	.	4	18	5	5
CCNCCNc1ccc(Cl)cc1[N+](=O)[O-]	.	1782	.	-4.5	60*	.	.	-1	.	8	-4
COc1ccc(C(c2nnnn2C(C)(C)C)N2CCN(C)CC2)cc1OC (stereo not drawn)	-3	1685	2.9	-3.2	-4	-14	.	6	-6	-6	7
O=C(Nc1cccnc1)c1cccs1	-5	1394	0.1	1.9	-3	-46	-0.026	5	10	-3	-6
Cc1ccc(CNC(=O)CCCC(=O)O)cc1	-4	1599	0.6	0.3	-6	.	0.69	7	0	6	4
O=C(NNC(=O)c1cccc2ccccc12)c1ccc(-c2ccccc2)cc1	-7	1343	3.2	-0.2	-6	-1	0.54	7	24	1	2
CC(=O)NS(=O)(=O)c1ccc(NC(=O)c2cccc(S(=O)(=O)N3CCc4ccccc43)c2)cc1	-6	1728	4.8	-0.5	-2	-18	-0.049	-5	-6	4	9
COC(=O)c1c(NC(=O)CN2CCN(c3ccccc3)CC2)c2c(C)cccc2n1C	-3	1448	2.2	0.5	17	-44	0.022	-4	0	-3	1
O=C(Nc1ccccc1)c1cc(S(=O)(=O)N2CCSCC2)ccc1Cl	-1	1803	2.7	0.5	53*	-6	2.3	5	48	-1	0
N#C/C(=C/c1ccc(N2CCCCC2)o1)C(=O)Nc1ccc2ccccc2c1	-3	1704	8.4	-0.1	16	-5	.	2	-21	6	-1
CC1(C)CC(=O)c2sc(NC(=O)CN3C(=O)CCC3=O)nc2C1	3	1673	1.8	-1.5	-4	-14	.	1	7	8	7
O=C(COC(=O)c1cc(Br)c(Br)s1)NCCC1=CCCCC1	-3	1545	4.4	0.1	-3	-1	-0.45	-1	26	-2	4
C=CCn1c(C)cc(C2=NNC(=NC(C)(C)C)SC2)c1C	0	1852	0.4	-0.3	15	9	-1	5	0	1	4
O=C1/C(=C/c2ccco2)N=C(N2CCCCC2)N1c1ccccc1	-2	1551	1.2	-0.2	3	-12	-0.85	-2	23	-2	-3
CCCn1c2ccccc2c2nnc(SCC(=O)Nc3cc(C)on3)nc21	0	1508	2.8	0.2	-2	.	-0.013	3	4	-5	-6
CC(OC(=O)c1cc2sccc2n1C)C(=O)NCc1ccc2c(c1)OCO2 (stereo not drawn)	1	1500	0.8	2.8	-5	-25	.	11	11	17	2
CC(C)c1ccc(-c2nc(N3CCCCC3)[nH]c(=O)c2C#N)cc1	-3	1556	2.6	-2.7	32	.	1.2	1	6	3	2
O=C(NCc1ccco1)c1ccccc1-c1ccccc1	-9	1565	1.9	0.1	5	.	-0.51	2	9	-10	-5
O=C(CCl)Nc1c[nH]c(=O)[nH]c1=O	-4	1707	1.5	0.2	-1	6	0.0091	2	-13	6	10
CCN(CCn1cccn1)C(=O)CC1C(=O)NCCN1CC1CCCCC1 (stereo not drawn)	-1	1591	-0.7	-0.8	-5	9	0.83	5	-9	-3	-1
Cc1ccc(OCC(=O)N2CCC(N3CCCCCC3)CC2)cc1	-8	1603	1.0	-0.9	87*	.	0.6	0	0	-3	3
Cc1cnc(NC(=O)c2ccco2)s1	-1	1424	2.3	-0.1	3	.	0.49	-3	3	-5	0
COc1cccc(C(=O)C2CN(c3ccccc3)CC2c2ccc(Cl)cc2)c1 (stereo not drawn)	-6	1426	15*	2.9	7	.	.	-5	14	-8	0
CN(C)Cc1ccccc1Sc1ccc(Br)cc1	0	1612	2.3	0.0	14	-6	-0.35	-4	6	0	2
Cc1ccccc1NC(=O)CSc1nnc(-c2ccccc2)n1-c1ccccc1	0	1535	2.3	1.5	8	.	.	-3	-2	-6	-2

# (next part)
SMILES	HMGR II inh	SRC2 TRFRET art	RAM inhibit	Redox H2O2 prof	Lmaj promast	S1P3 antag	ROMK mod	PPARg SRC-2 ag	bIAP inh	PPARg SRC3 recr	PPARg SRC1 recr
N#C/C(=C1\CCCN1)c1ccc2ccccc2n1	-1	1790	7.9	0.8	2	.	.	5	-10	7	6
CCOC(=O)Nc1oc2ccccc2c(=O)c1C	-2	1451	0.2	2.1	-2	.	1.4	-1	-1	-6	7
COc1cc(C2Sc3ccccc3NC3=C2C(=O)OC3)cc(OC)c1OC (stereo not drawn)	-1	1385	-0.2	1.5	7	.	.	9	7	0	2
CC1CCN(c2nc3ccccc3nc2N2CCC(C)CC2)CC1	0	1609	0.5	0.3	-7	.	0	1	8	4	4
COc1cc(/C=N/n2cnnc2)ccc1OC(=O)c1ccncc1	-1	1454	0.6	-0.1	2	-7	0.25	-3	25	0	6
CCOc1ccc(S(=O)(=O)n2nnc3ccccc32)cc1C(C)C	-1	1347	2.0	1.0	-12	-6	.	-1	0	-1	0
CC(=O)Nc1cccc(NC(=O)CSc2ncc(-c3ccccc3)[nH]2)c1	-7	1624	2.2	-0.2	11	-15	-0.89	4	-11	-1	5
O=C1CCC(C(=O)OCC(=O)c2c[nH]c3ccccc23)=NN1	1	1495	0.0	-0.1	-7	-3	0.18	2	12	1	3
Cc1ccc(-c2nc(NCc3ccc(F)cc3)n(S(C)(=O)=O)n2)cc1	4	1368	3.0	-0.3	4	-10	-0.27	-4	-15	-4	-6
COc1ccc(-n2c(SCC(N)=O)nc3nc4c(cc3c2=O)COC(C)(C)C4)cc1	0	1578	2.2	-8.6	-3	.	.	7	14	8	4

# Screens from PubChem BioAssay.

# Outcome played no part in choosing rows. Share with any hit: about 13%.
